CAL PDZ FP: CAL PDZ peptide-binding inhibitors, primary screen, biochemical, fluorescence polarization, Cer-tagged CAL PDZ, HTS. purified CAL PDZ, TMR-peptide fluorescence polarization, 1 h. inhibition, % at 20 µM. 330,000 tested, 0.02% active. AID 504414, 2011;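 active = highest replicate inhibition of at least 40%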;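 note: plate controls were DMSO neutral control wells for no effect and unlabeled competitor peptide control wells for full effect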
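Test system: purified CerCALP PDZ construct; Compound dosing: one concentration, 20 µM compound; Also added: TMR-labelled reporter peptide T*-PRC34 bound in PDZ groove; Read-out: inhibition from polarization loss; Controls: unlabelled peptide and DMSO controls; Signal: FP readout, S and P plane fluorescence; Incubation: 1 h at RT.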
PfHsp90 yeast 2: growth inhibition of PfHsp90-expressing yeast, primary screen, antimalarial PfHsp90 inhibitor project, S. cerevisiae, BacTiter-Glo luminescence, single point, set 2. AID 504621, 2011. 310,000 tested, 0.32% active. inhibition, % at 9.4 µM. BacTiter-Glo ATP, 48 h; yeast lacking PDR1 and PDR3 efflux regulators;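 active = every replicate shows inhibition above about 80%, whatever the replicate mean, limit read from the data; inconclusive = mean inhibition reaches the set limit but some replicate falls short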;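 note: 0% = DMSO neutral controls and 100% = 20 µM radicicol positive controls; yeast relying on Plasmodium falciparum Hsp90 in place of its own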
DAGLB inhibitor: DAGLB lipase inhibitors, primary screen, biochemical, fluorescence, HTS | HEK293T DAGLB membrane lysate, EnzChek fluorogenic substrate | AID 504411, 2011 | inhibition, % at 5.17 µM | Diacylglycerol lipase-beta (Homo sapiens), Q8NCG7 | 340,000 tested, 0.059% active; in the data active = inhibition above about 34%;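 note: 0% = enzyme with vehicle and 100% = wells lacking enzyme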
Target sequence (Q8NCG7 whole entry, looked up): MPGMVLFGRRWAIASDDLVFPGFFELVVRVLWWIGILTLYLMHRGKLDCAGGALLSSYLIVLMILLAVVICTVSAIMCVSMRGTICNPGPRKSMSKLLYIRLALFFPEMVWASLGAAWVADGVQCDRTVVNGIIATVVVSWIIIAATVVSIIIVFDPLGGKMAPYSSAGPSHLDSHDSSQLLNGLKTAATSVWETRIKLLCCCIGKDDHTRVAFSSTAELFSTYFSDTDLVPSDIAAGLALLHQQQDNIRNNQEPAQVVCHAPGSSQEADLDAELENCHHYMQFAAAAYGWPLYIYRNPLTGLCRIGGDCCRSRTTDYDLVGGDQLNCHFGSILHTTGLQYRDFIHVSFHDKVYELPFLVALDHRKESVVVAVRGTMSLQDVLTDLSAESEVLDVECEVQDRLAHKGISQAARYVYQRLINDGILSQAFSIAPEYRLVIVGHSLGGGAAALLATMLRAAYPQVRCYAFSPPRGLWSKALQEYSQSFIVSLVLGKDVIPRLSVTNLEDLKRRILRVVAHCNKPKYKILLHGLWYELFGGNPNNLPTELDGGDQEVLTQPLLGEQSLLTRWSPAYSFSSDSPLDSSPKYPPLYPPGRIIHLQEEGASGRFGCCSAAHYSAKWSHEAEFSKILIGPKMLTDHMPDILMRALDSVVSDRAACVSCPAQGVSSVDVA
Tat transport: E. coli Tat export inhibitors, primary screen, MC4100, TorA-mCherry reporter, fluorescence, single point; inhibition, % at 10 µM; 340,000 tested, 0.036% active; AID 488895, 2010;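 active = mean replicate inhibition at least 50% and at least half of replicates individually reaching 50%; inconclusive = only one of the two criteria met; inactive = neither criterion met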;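 note: exported cargo escapes ClpAP degradation while cytoplasmic cargo is degraded and loses fluorescence; 0% = median of neutral control wells and 100% = median of NaSCN control wells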
phage Ecoli inh: growth loss of phage-infected E. coli, primary screen, RecBCD inhibitor project, absorbance, with phage, HTS | 360,000 tested, 0.26% active | inhibition, % at 11.9 µM | AID 651602, 2012; in the data active = inhibition above about 11%
Ecoli viability: E. coli V3065 growth inhibition, primary screen, counter-screen for AddAB inhibitor project, absorbance, OD600; 18 h; inhibition, % at 11.9 µM; 330,000 tested, 0.27% active; AID 449728, 2010;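 active = inhibition above the campaign's mean inhibition across all tested compounds plus 3 SD, cut at about 9.9% in these data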;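 note: uninfected addAB+ strain grown without phage in ampicillin broth; 0% = DMSO wells and 100% = ciprofloxacin 0.95 µg/ml wells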
PvdQ inh: P. aeruginosa PvdQ acylase inhibitors, primary screen, biochemical, fluorescence, plate reader and imaging, single point. inhibition, % at 10 µM. PvdQ acylase [Pseudomonas aeruginosa LESB58]. purified PvdQ acylase. 340,000 tested, 0.063% active. AID 488965, 2010; in the data active = inhibition above about 30%, passing the limit was not always enough; inconclusive = no clear call, values can overlap the other calls;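 note: 0% = vehicle neutral wells and 100% = reference inhibitor wells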
AddAB inh: growth inhibition of E. coli expressing H. pylori AddAB, primary screen, AddAB inhibitor project, absorbance; AID 435030, 2010; inhibition, % at 11.9 µM; 330,000 tested, 0.29% active; in the data active = inhibition above about 12%;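 note: 0% = vehicle wells of infected cells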
Rtt109 Vps75: inhibitors of C. albicans Rtt109/Vps75 HAT, primary screen, biochemical, ThioGlo CoA-SH fluorescence, plate reader; Histone acetyltransferase RTT109 (Candida albicans (strain SC5314 / ATCC MYA-2876)), …; purified Rtt109/Vps75, 4 h; inhibition, % at 34.9 µM; 330,000 tested, 0.16% active;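 active = inhibition of at least 50% in every replicate; inconclusive = best replicate reaches 50% inhibition but some replicates fall short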
Target sequence (Q5AAJ8 whole entry, looked up): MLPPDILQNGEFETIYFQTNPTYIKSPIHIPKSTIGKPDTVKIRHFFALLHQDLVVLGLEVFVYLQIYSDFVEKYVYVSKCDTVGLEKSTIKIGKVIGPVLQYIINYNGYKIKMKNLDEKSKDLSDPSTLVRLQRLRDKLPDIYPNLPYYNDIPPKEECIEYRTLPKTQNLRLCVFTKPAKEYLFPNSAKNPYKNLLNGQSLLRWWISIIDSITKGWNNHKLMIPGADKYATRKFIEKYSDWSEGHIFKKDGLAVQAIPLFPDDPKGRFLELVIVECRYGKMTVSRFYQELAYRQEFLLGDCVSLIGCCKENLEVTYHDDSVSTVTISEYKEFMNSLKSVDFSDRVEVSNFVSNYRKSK
Wnt bcat act: Wnt/beta-catenin pathway activators, primary screen, cell-based, plate reader, single point; 300,000 tested, 1.2% active; Wnt/beta-catenin reporter cell assay, activator; activation, % at 9.35 µM; AID 743398, 2014; in the data active = activation above about 30%, passing the limit was not always enough; inconclusive = no clear call, values can overlap the other calls;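 note: 0% = neutral control wells and 100% = positive control wells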
An asterisk follows results filed as active; u = inconclusive; x = no result given.

Values run as follows: CAL PDZ FP, PfHsp90 yeast 2, DAGLB inhibitor, Tat transport, phage Ecoli inh, Ecoli viability, PvdQ inh, AddAB inh, Rtt109 Vps75, Wnt bcat act
NC(=O)c1ccc(NC(=O)COC(=O)C2COc3ccccc3O2)cc1 (stereo unspecified)
  0.7, 10, -1, 3, 4.0, -1.2, -14, -1.1, -5, -2
Cc1c(Cl)c([N+](=O)[O-])nn1CC(=O)NCc1ccc(Cl)cc1
  0.0, 6, 0, 9, -2.9, 0.2, 0, -0.5, 1, -1
COc1cc(O)c(C(=O)CC(=O)c2ccncc2)c(OC)c1
  0.2, -14, -2, -7, 2.9, x, -7, x, 3, 2
Cc1sc2ncnc(N3CCC(C(=O)Nc4ccc(Cl)cc4Cl)CC3)c2c1C
  -1.0, -33, 1, 5, 3.2, -1.9, -7, -1.7, x, -1
CCN1CCN(C(=O)N(Cc2ccc(Cl)cc2)S(=O)(=O)c2ccc(C)cc2)CC1
  -2.4, x, -2, -5, 3.5, 2.7, -1, 0.2, -3, -2
CCCCC(=O)OCC(=O)c1cc(C)n(-c2c(C)n(C)n(-c3ccccc3)c2=O)c1C
  -1.2, -12, 4, 3, 0.7, -1.6, -14, 2.1, -1, -2
O=C(c1ccc2ccccc2c1)C1CCCN(C(=O)CN2C(=O)CSC2=O)C1 (stereo unspecified)
  0.3, -7, -7, 1, -0.3, -2.1, 6, 0.8, -8, -2
COc1ccc([C@H]2CC(=O)C=C(c3cccc(Br)c3)C2)cc1
  -1.2, -29, -11, -3, 1.9, 0.8, -6, 2.0, 4, -1
COc1ccc(NC(=O)CNc2ccccc2C(C)=O)cc1S(=O)(=O)N1CCOCC1
  -0.8, -4, 2, 3, 1.2, 1.3, -7, 2.9, -1, -2
Cc1ccc(-c2cc(C(=O)OCC(=O)Nc3cc(C)on3)c3ccccc3n2)c(C)c1
  -2.0, -80, -5, 1, 1.9, -1.0, -11, 1.5, -10, x
CC1=C([N+](=O)[O-])C(c2ccccc2Cl)NC(=O)N1C (stereo unspecified)
  -1.3, 2, -2, 1, 2.5, -0.6, -15, 1.0, 6, 1
CC(C)C(=O)Nc1nnc(SCC(=O)NC2CCCC2)s1
  -1.4, -11, -2, -7, -0.6, -2.6, 4, -1.0, 0, -2
Cc1ccnc2nc(C(=O)Nc3ccc(S(=O)(=O)N4CCCC4)cc3)nn12
  1.0, -2, 0, -1, 3.1, -3.4, 12, -1.4, -2, 6
Cc1cccc(C)c1NC(=O)CN(C)C(=O)Cn1c(=O)cnc2ccccc21
  -1.1, -15, -2, -3, 0.8, -1.9, -16, 1.4, 0, -2
COc1ccc(-c2nc3c(n2O)CCC/C3=N\O)cc1
  -1.8, 15, -1, 1, 4.9, 1.0, -6, 4.0, 2, x
COc1ccc(-n2c(=O)c3ccccc3n(CC(=O)Nc3cc(C)on3)c2=O)cc1OC
  0.4, -26, 0, -11, 2.1, -0.9, -10, 2.6, -3, x
COc1ccc2nc(C)cc(Sc3nc4ccccc4s3)c2c1
  -1.9, -11, -8, 21, 2.0, -0.8, -11, -0.5, 5, -1
Cc1ccccc1-c1nc(CS(=O)CC(=O)NC2CCCC2)c(C)o1 (stereo unspecified)
  -2.6, 11, 0, -2, -0.2, -2.7, -6, -0.3, 3, 0
O=C(/C=C/c1cccs1)Nc1ccc(N2CCOCC2)c(S(=O)(=O)Nc2cc(Cl)ccc2Cl)c1
  0.1, 7, 0, -1, 1.6, -1.3, 6, -2.3, 2, x
O=C(CN1C(=O)NC2(CCCC2)C1=O)NCCC1=CCCCC1
  0.8, x, 2, -5, 1.6, 1.0, -14, 2.8, -2, -3
Cc1ccccc1-n1nc2c(c1NC(=O)c1c(-c3ccccc3Cl)noc1C)CS(=O)(=O)C2
  -2.7, -13, 0, -4, 2.4, -1.4, 3, 1.5, 13, x
CCCN(CCC)CCNC(=O)c1cc2c(-c3ccc(Cl)cc3)nn(C)c2s1
  -11, 0, -2, -1, 2.3, -2.2, 19, 0.4, 34, 0
N#Cc1ccccc1S(=O)(=O)N1CCN(CC(=O)NCC2(N3CCOCC3)CCCCC2)CC1
  -0.2, 32, -1, -4, 1.6, 0.2, -7, 3.2, 0, 4
Cc1cc(C(=O)CSc2nnnn2-c2ccccc2)c(C)n1-c1ccc2c(c1)OCO2
  -0.1, -4, -4, 1, 3.1, 0.5, -7, 1.6, 0, -2
O=C(CCCN1C(=O)c2cccc3cccc(c23)C1=O)Nc1ccon1
  -1.5, 5, x, -7, 3.2, 0.1, -1, -0.4, -3, 0
COc1ccccc1CN(CC(=O)NCC1CCCO1)C(=O)CNS(=O)(=O)c1ccc(C)cc1 (stereo unspecified)
  -1.0, -10, 0, 5, 2.4, -0.4, -13, 1.9, -18, x
O=C(O)CCCCCCCCc1cn(CC2CCCCC2)nn1
  -0.9, -3, -1, -7, 1.8, 0.9, 6, 4.1, 4, -2
CC(C)OC(=O)c1c(NC(=O)Cn2cnc([N+](=O)[O-])n2)sc2c1CCCC2
  -1.5, -14, -2, 1, 2.5, 1.9, -12, 2.7, 1, -1
O=C(CNS(=O)(=O)c1ccccc1)N1CCCC1
  -0.4, -12, 0, 2, 3.0, 1.7, -3, 4.2, -2, 0
Cc1ccc(C(=O)Nc2sc3c(c2C(=O)O)CCC(C)C3)o1 (stereo unspecified)
  -0.9, x, 6, -1, 1.3, 3.7, -11, 0.2, 2, 11
CS(=O)(=O)c1nc(S(=O)(=O)c2ccc(Cl)cc2)c(NCc2ccccn2)s1
  -2.7, -11, -1, -3, 3.5, 0.0, -3, 2.4, 3, -2
CCCCc1cc(C(=O)Cc2ccccn2)c(O)cc1O
  -0.4, 8, -2, -2, 4.0, -0.4, -6, -0.9, -2, 0
CCOC(=O)c1cnc(-c2ccccc2)nc1-c1ccccc1
  -0.2, -2, -11, 2, 0.9, 2.6, -5, 2.7, -5, -1
COC(=O)c1ccc2c(=O)n(CCO)c(=S)[nH]c2c1
  -2.1, -11, 0, -1, -1.2, -0.9, -4, 0.2, -8, x
Cc1cc(=O)oc2c(C)c(OC(=O)c3ccco3)ccc12
  0.1, 26, 1, -2, 0.4, 0.8, 4, 4.5, -2, -1
Cc1ccc(C)c(NS(=O)(=O)c2cc(C(=O)NCc3ccccn3)ccc2C)c1
  -1.9, 2, -1, 12, 0.5, -1.4, 8, 0.3, 12, 0
CCNC(=O)COC(=O)c1ccc(S(=O)(=O)N2CCCCCC2)cc1
  -2.3, -10, -1, 1, 2.4, -0.9, -20, -2.1, -2, x
COc1ccc([N+](=O)[O-])cc1NS(=O)(=O)c1cccc(C(=O)NCCCN2CCCC2=O)c1
  -0.4, -8, 1, -8, 0.8, -0.5, 6, -0.8, -8, -2
O=C(O)C1CCN(C(=O)CSc2nc3ccccc3c(=O)n2-c2ccc(Cl)cc2)CC1
  -1.0, -7, -2, 13, 2.6, -4.5, 1, 4.7, -2, 2
O=C(CC1(O)C(=O)N(CN2CCOCC2)c2ccccc21)c1ccccc1 (stereo unspecified)
  -0.9, 19, -1, -8, 3.2, 2.8, 9, 4.2, 3, -2
CC1=NN(C(C#N)c2ccc([N+](=O)[O-])cc2)C(C)(C)C1 (stereo unspecified)
  x, x, x, x, -1.0, 1.6, x, 2.8, x, -2
COc1ccccc1N1CCN(C(=O)c2ccc3c(Cl)c4c(nc3c2)CCCC4)CC1
  -1.3, -24, 0, 5, x, 0.7, -5, 1.1, 8, x
O=c1cc(N2CCCCC2)c(-c2ccccc2)nn1Cc1ccc(Cl)cc1
  -0.8, 2, 0, 9, 2.7, -0.2, -2, -0.2, -9, x
CCc1cccc(NC(=O)Cc2ccc(OC)c(OC)c2)c1
  -3.5, 4, 1, -3, 2.7, 3.3, 4, 0.4, 10, 1
COc1ccc(C(C(=O)NC(C)(C)C)N(CCc2ccc(OC)c(OC)c2)C(=O)CCC(=O)Nc2cc(C)on2)cc1 (stereo unspecified)
  -0.5, 29, -5, 5, -0.8, -1.5, 3, 2.7, 5, -1
C=CCN1C(=O)C(O)(CC(=O)c2ccc(-n3cccc3)cc2)c2ccccc21 (stereo unspecified)
  -1.1, -8, 1, -4, x, -1.9, 2, 0.0, 12, x
CCOc1ccc(NC(=O)c2ccc(NC(=O)COC(=O)Cc3ccc(OC)cc3)cc2)cc1
  -0.9, 11, 11, u, 4.2, -3.5, 7, -3.5, -9, 11
S=C(Nc1ccccc1)Nc1nc2ccccc2n1CCOc1ccccc1
  -4.7, -101, 0, 0, 0.6, 3.7, -7, 3.2, -13, x
CC(C)Cn1c(-c2cccs2)nc2ccccc21
  0.2, -13, -4, -8, 1.8, 1.2, -12, 1.4, 4, -11
CCN1C2=NCCCN2c2ccccc21
  -1.1, -22, -3, -4, 2.7, 0.5, -17, 1.6, 0, x
COCC(C)NC(=O)CSc1nc2ccccc2n1CCc1ccccc1 (stereo unspecified)
  -3.3, -2, -2, 0, 4.3, 0.0, -1, 5.7, x, 9
CC(C)(C)c1cc(OC(=O)c2ccccc2F)ccc1O
  0.0, -19, -8, 7, 5.3, 0.2, -5, 1.5, 8, -1
O=C(COC(=O)c1ccc(F)c(S(=O)(=O)N2CCOCC2)c1)c1ccc(Cl)cc1
  -1.2, 14, -5, -9, 0.1, -1.4, -7, -0.2, -5, -3
COc1ccc(-c2cc(-c3cccs3)nc(OC)c2C#N)cc1OC
  -2.2, 1, -3, -14, 2.0, -1.0, 1, 2.5, -1, -3
O=C(CNC(=O)c1cccc(F)c1)N/N=C/c1cc(Br)ccc1OC(=O)/C=C/c1ccco1
  -1.6, 20, 4, -3, -1.5, x, -4, x, 5, -1

High-throughput results (PubChem)
